# Screening data from PubChem.
# MBNL1 CUG block: inhibitors of human MBNL1 binding to CUG repeat RNA; Q9NR56; TR-FRET MBNL1-His/biotin-(CUG)12 binding, 665/545 ratio; Potency, µM (highest dose often 57.5 µM), inactives show at the highest dose activity change, negative = inhibition, hits mostly inhibitors; actives 0.036% (n = 280,000); AID 2675; active = well fitted inhibition curve with a large enough effect in the signal ratio, with a control signal flat, not every such curve was filed as active; inconclusive = small, poorly fitted or top-dose-only effect, or effect the other way, or a change in a side signal; inactive = no such curve, though single readings can be large or run the other way; the % refers to the signal ratio; also: potency is read from the fitted curve at half-maximal effect; % is scaled to controls: 0 for no effect and ±100 for the full control effect
#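 TR-FRET readout: Ex 340 nm, 665/545 nm emission ratio, normalized to buffer-only (basal) and MBNL1-(CUG)12 controls. Complex of MBNL1-His with Biotin-(CUG)12, compounds 92 nM–58 uM, incubated 60 min at room temperature.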
# CXXC DNA block: MLL CXXC-DNA interaction inhibition; AID 2662; MLL-CXXC / FITC-HOXA9 DNA fluorescence polarization; Potency, µM (highest dose often 115 µM), without a hit: at the highest dose activity change, negative = inhibition, usual class: inhibitors; actives 0.037% (n = 290,000); active = well fitted inhibition curve with a large enough effect in the polarisation, with a control signal flat, not every such curve was filed as active; inconclusive = small, poorly fitted or top-dose-only effect, or effect the other way, or a change in a side signal; inactive = no such curve, though single readings can be large or run the other way; the % refers to the polarisation; also: potency is read from the fitted curve at half-maximal effect
#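 Fluorescence polarization: 7 uM MLL-CXXC (stock) preincubated 5 min with compounds, then 50 nM fluorescein-HOX-A9 DNA (stock) added; 30 min ambient. Buffer 50 mM Tris-HCl pH 7.5, 50 mM NaCl, 1 mM DTT, 0.05% BSA.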
# TSHR antag: blocks TSH signaling through the human TSH receptor; AID 504810; activity change, negative = inhibition, % at 11.5 µM; TSHR-expressing cells, TSH-stimulated cAMP HTRF, 2 h; stronger effect = lower value; actives 0.2% (n = 330,000);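 active = activity change below a set negative limit, meaning inhibition stronger than a set level, cut at about -70% in these data; inconclusive = activity change between two set negative limits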; also: % is scaled to controls: 0 for no effect and ±100 for the full control effect
#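 Cell-based HTRF cAMP assay; TSHR cells + compound, TSH EC80 (4nM final), 2 h, 37 deg C. Lysis with anti-cAMP cryptate and cAMP-d2, 30 min RT, read 665/620 nm.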
# AT treatment: potential ataxia-telangiectasia treatment; […] A-T fibroblasts, KAP-1 phosphorylation AlphaLISA; neocarzinostatin DNA damage 30 min before lysis; Potency, µM (series often up to 57.5 µM), without a hit: at the highest dose activation, actives largely listed as activators; actives 0.19% (n = 320,000); AID 485349; also: potency is read from the fitted curve at half-maximal effect; % of control where 0% means no effect; nearly all actives have a fitted effect of over 45% in size
#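 ATM-like activity read as KAP-1 phosphorylation via AlphaLISA donor/acceptor antibody pairs after lysis and 6 hr at 25C. Cells were ATM-null patient fibroblasts ([…], hTERT), dosed 60 min, then exposed to the DSB inducer NCS for 30 min.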
# Mito fusion act: mitochondrial division inhibition or fusion activation; S. cerevisiae fusion-defective mutant growth rescue, CellTiterGlo 48 h; actives 0.23% (n = 320,000); AID 485298; Potency, µM (titrated, usually from 46.1 µM), inactives show top-dose growth rescue (activation), hits mostly activators;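 also: potency is read from the fitted curve at half-maximal effect; % of control where 0% means no effect; nearly all actives have a fitted effect of over 45% in size; temperature-sensitive fusion mutants such as fzo1-1 at 37 °C on non-fermentable ethanol glycerol medium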
#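 Luminescent cell viability in 1536-well qHTS format served as the measure of rescued growth in ts fusion-mutant S. cerevisiae cultured on non-fermentable YPEG for 48 hours at 37C.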
# Integrin act MD: integrin-mediated muscular dystrophy alleviation activation; Potency, µM (doses to about 38.3 µM), for inactives: top-dose activation, most hits filed as activators; actives 0.064% (n = 350,000); alpha7betagal myoblasts, beta-gal FDG fluorescence, 48 h;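 also: potency is read from the fitted curve at half-maximal effect; 100% = response of the positive control SU9516; nearly all actives have a fitted effect of over 60% in size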
#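 alpha7betagal+/- myoblasts (passage 13, 250/well) treated 48 h at 37C with compounds at 1:260 dilution of DMSO stock. Lysed, then beta-galactosidase activity read as FDG fluorescence (ex 480/em 540) after 30 min, with pre-read for autofluorescence.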
# TCR act: T cell receptor activation; primary human leukocytes, anti-CD3, IL-2 HTRF, 48 h; Potency, µM (doses to about 9.22 µM), without a hit: top-dose activation of IL-2 secretion, usual class: activators; 330,000 tested, under 10 active; AID 504894; also: % of control where 0% means no effect
#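 Primary human leukocytes incubated 48 hr with anti-CD3 beads plus compound, without co-stimulation. Secreted IL-2 measured by HTRF (europium cryptate/d2 anti-IL-2 pair, 320 nm excitation, 665 nm emission).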
# Menin MLL FP TR: displaces Texas Red mutant MLL peptide from human menin; actives 0.23% (n = 270,000); Menin + Texas Red MLL mutant peptide, fluorescence polarization; Potency, µM (series often up to 61.6 µM), inactives show at the top dose FP activity change, negative = inhibition, hits mostly inhibitors; active = well fitted inhibition curve with a large enough effect in the polarisation, with a control signal flat, not every such curve was filed as active; inconclusive = small, poorly fitted or top-dose-only effect, or effect the other way, or a change in a side signal; inactive = no such curve, though single readings can be large or run the other way; the % refers to the polarisation; also: potency is read from the fitted curve at half-maximal effect; % of control where 0% means no effect; many of its hits are not listed in these tables
# ASM inhibitor: human S-ASM enzyme inhibition; placental ASM, HMU-PC fluorogenic substrate, 60 min; Potency, µM (highest dose often 57.5 µM), for inactives: top-dose activity change, negative = inhibition, most hits filed as inhibitors; actives 0.006% (n = 340,000); AID 504937; also: potency is read from the fitted curve at half-maximal effect
#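 Steps: dispense placental human ASM, pin compound, wait 10 min at room temperature, add HMU-PC0 substrate at 9 uM final, incubate 60 min at 37 °C, add stop solution raising pH to 10, read fluorescence.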
# TSG101-PTAP inh: blocks PTAP/TSG101 interaction to inhibit HIV-1 budding; Potency, µM (titrated, usually from 115 µM), inactives show at the top dose activity change, negative = inhibition, hits mostly inhibitors; Q99816; 340,000 tested, under 10 active; Fluorescence polarization, FITC-PTAP peptide / Tsg101 binding; active = well fitted inhibition curve with a large enough effect in the main read-out, with a control signal flat, not every such curve was filed as active; inconclusive = small, poorly fitted or top-dose-only effect, or effect the other way, or a change in a side signal; inactive = no such curve, though single readings can be large or run the other way; also: potency is read from the fitted curve at half-maximal effect; % of control where 0% means no effect
#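 Fluorescence anisotropy tracks displacement of a FITC-tagged PTAP peptide (50 nM) from the Tsg101 binding domain (10 uM), following a 20 min room-temperature incubation at pH 7.5.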
# Starred values were filed as active, the others as inactive; ? = inconclusive; . = not tested or not shown; [ ] = remark or other dose. Unless noted, calls follow the shape of the dose curve; as a rule, active = well fitted curve in the direction sought with a large enough effect; inconclusive = small, poorly fitted or top-dose-only effect, or another doubt; inactive = no such curve, though single readings can be large; an effect the other way counts as inactive or inconclusive.
SMILES,MBNL1 CUG block,CXXC DNA block,TSHR antag,AT treatment,Mito fusion act,Integrin act MD,TCR act,Menin MLL FP TR,ASM inhibitor,TSG101-PTAP inh
O=C(O)c1cc(-c2ccccc2)on1,0%,-21%,11,0%,-3%,-6%,-55%,-9%,0%,-4%
CCOC(=O)[C@@H]1[C@H]2COc3ccc(Br)cc3[C@@H]2N2C(=O)N(c3cccc(Cl)c3)C(=O)[C@]12C,.,.,.,.,.,11%,-1%,.,-4%,-1%
Cc1nn2c(=O)cc(COC(=O)c3c(F)cccc3Cl)nc2s1,.,.,24,25%,16%,-12%,-1%,.,-1%,-7%
C=CCSc1nc(C)c2cc(C)cc(C)c2n1,7%,-7%,2,8%,3%,4%,-3%,.,-8%,-6%
O=C(/C=C/c1ccccc1)Nc1cccc(C(=O)N2CCCCC2)c1,.,.,.,.,.,18%,-2%,.,0%,-8%
CC(Oc1ccccc1Br)C(=O)N1CCc2ccccc21 (centres undefined),-12%,-3%,-1,15%,2%,-21%,3%,14%,-4%,-5%
CN1CCCN(C(=O)/C=C/c2ccc(Cl)cc2Cl)CC1,.,7%,15,2%,-4%,-23%,3%,-1%,-1%,-2%
CNC(=S)N1N=C(c2ccc(OC)cc2)CC1c1ccc(N(C)C)cc1 (centres undefined),32%[activator],-6%,-6,-10%,-4%,0%,-17%,19%,-11%,-9%
Cc1cc(/C=N/Nc2nc(N)ncc2[N+](=O)[O-])c(C)n1-c1ccccc1F,?,-19%,-4,-10%,1%,.,.,.,.,.
CCOC(=O)N/N=C\c1sccc1C,.,9%,-7,8%,-5%,6%,-2%,-7%,6%,-4%
COc1ccc(S(=O)(=O)Nc2cccc3c2O[C@H](CN(C)S(=O)(=O)c2cn(C)cn2)[C@@H](C)CN([C@H](C)CO)C3=O)cc1,.,.,-1,7%,.,-2%,-3%,.,1%,-6%
O=C(COc1ccccc1F)NNC(=O)Cc1ccc(S(=O)(=O)N2CCOCC2)s1,.,.,-1,3%,0%,0%,2%,.,2%,-3%
CC(=O)OCCOc1nc(NC(C)C)nc(NC(C)C)n1,6%[11.5 µM],-4%,-1,0%,13%,-21%,2%[46.1 µM],1%,0%,0%
COc1ccc(NC(=O)c2sc3nc(C)nc(N4CCN(c5ccccn5)CC4)c3c2C)c(OC)c1,4%,9%,2,-2%,5%,14%,0%,-4%,-14%,-5%
CC(C)C(NC(=O)c1ccco1)C(=O)NCC(c1ccco1)N1CCCCC1 (centres undefined),0%,-2%,-4,-7%,-9%,-23%,1%,-10%,19%,-3%
CCCN1C(=S)SC(C)(C)C1/[N+]([O-])=C/c1ccc(S(=O)(=O)NC)cc1 (centres undefined),.,-24%,-21,5%,7%,0%,4%,.,1%,0%
Cn1cnc([N+](=O)[O-])c1SCC(O)CCl (centres undefined),13%,4%,10,0%,-6%,15%,-2%,5%,-2%,0%
O=C(O)C1Cn2c(nc3c(c2=O)C2(CCCC2)Cc2ccccc2-3)S1 (centres undefined),11%,-4%,10,-3%,-5%,20%,11%,7%,3%,-14%
CCNC(=S)NNC(=O)c1cc(-c2cc(C)ccc2C)nc2ccccc12,-2%,18%,-3,-3%,-3%,-7%,-5%,2%,-1%,-6%
O=C1COc2ccc(-c3n[nH]c(=O)c4ccccc34)cc2N1,.,38%[activator],1,4%,2%,-22%,4%,-10%,2%,-11%
COc1ccc(-c2cc(C(F)(F)F)nc(S(=O)(=O)CCCC(=O)Nc3cccc(O)c3)n2)cc1OC,6%,?,-15,1%,-9%,-70%[inhibitor],-1%,13%,5%,2%
O=C(Nc1ccon1)c1ccccc1F,1%,0%,2,3%,-1%,5%,1%,-8%,2%,-2%
CC1CCCN(C(=O)CSc2nnc(-c3ccncc3)n2C)C1 (centres undefined),-8%,3%,1,0%,3%[9.22 µM],0%,-2%,11%,1%,-10%
COC1CCN(Cc2c(C(=O)N3CCN(C4CCCCC4)CC3)nc3ccccn23)CC1,0%,31%[activator],14,4%,-2%,13%,-9%,.,9%,-15%
CN(C)S(=O)(=O)c1cccc(-c2nnc(SCc3cc(Cl)cc4c3OCOC4)n2N)c1,-10%,-4%,-12,-2%,0%,-3%,-46%,-11%,-3%,0%
CNC1CCc2cc(OC)c(OC)c(OC)c2-c2ccc(SC)c(=O)cc21 (centres undefined),.,.,.,.,.,-16%,-2%,.,-6%,-4%
c1ccc(CSc2ccc(-c3ccccn3)nn2)nc1,4%,-4%,3,-5%,1%,-43%,-1%,-3%,-1%,-3%
O=[N+]([O-])c1ccccc1Oc1ccc(C(F)(F)F)cn1,6%,-4%,5,-1%,-4%,36%,2%,0%,5%,1%
CN(CC(=O)Nc1ccccc1Cl)C(=O)c1ccc(COc2ccccc2)cc1,.,.,1,11%,15%,-11%,-5%,.,-1%,2%
N#Cc1cc2c(nc1Cl)CCC2,.,6%,-7,10%,1%,3%,-2%,.,3%,-4%
CCCCCCCCN=C1NC(=O)CS1,8%,-8%,-5,6%,-3%,-17%,2%,7%,0%,-5%
CCOC(=O)c1c(NC(=O)COC(=O)c2ccccn2)sc2c1CCC2,.,4%,2,0%,10%,1%,-14%[46.1 µM],-13%,1%,-4%
CC(=O)CC(C)(C)Nc1nc2cc([N+](=O)[O-])ccc2o1,?,-2%,1,0%,-1%,-5%,-2%,.,2%,2%
CCn1cc(C(=O)N2CCCCC2)c(=O)c2cc(S(=O)(=O)N3CCC(C)CC3)ccc21,-13%,-4%,9,0%,-2%,-30%[7.66 µM],1%,0%,-1%,-6%
Cn1c(N)c(N2CCCCC2)c(=O)n(CC(=O)Nc2cccc(C#N)c2)c1=O,.,.,13,3%,.,7%,-3%[46.1 µM],.,-2%,-6%
Cc1c(NC(=O)CSc2n[nH]c(-c3ccccc3)n2)c(=O)n(-c2ccccc2)n1C,-1%,5%,-12,2%,1%,-11%,1%,-2%,0%,-7%
COc1ccc(OC)c(NC(=O)c2ccccc2SC)c1,5%,5%,10,5%,5%,44%,2%,-3%,2%,-4%
CCCCN(CCCC)CCNC(=O)c1ccc2nc(-c3ccccc3NC(C)=O)c(=O)[nH]c2c1,?,3%,-3,-4%,1%,15%,-4%,3%,289%[activator],-1%
Fc1ccc(CNC(=S)Nc2cccc(C(F)(F)F)c2)cc1,-11%,18%,-26,10%,-12%,0%,-1%[46.1 µM],-10%,-1%,-3%
COc1cccc2nc3cc(C)c(C)cc3nc12,?,8%,-12,-2%,-39%[inhibitor],5%,-1%,-7%,-12%,-8%
CC1CCN(S(=O)(=O)c2cc(Br)cc(C(=O)NC3=NCCS3)c2)CC1,-5%,0%,-9,-5%,29%,-5%,-3%,25%,-8%,-6%
CC1CCCC(C)N1C(=O)COC(=O)c1cc([N+](=O)[O-])ccc1N1CCOCC1 (centres undefined),.,.,9,-14%,-2%,19%,-6%,.,-5%,-4%
O=C1NC(=S)S/C1=C\c1cc(Cl)cc(Cl)c1O,.,.,.,.,.,30%,-23%,.,-13%,-5%
O=c1[nH]c(=S)[nH]cc1Oc1ccc(Cl)cc1,.,.,.,.,.,3%,-3%,.,4%,-2%
O=C(O)CCCNS(=O)(=O)c1ccc(Br)s1,4%,1%,8,4%,-3%,29%,-25%,4%,0%,-6%
CCN(CC)S(=O)(=O)c1ccc2c(c1)nc(CCC(=O)O)n2C,-5%,2%,11,9%,?,-2%,4%,.,1%,-1%
O=C(Nc1ccccc1Cl)NC1CCCCCCC1,3%,7%,-5,12%,2%,-17%,2%,.,-23%,-4%
CC(C)Oc1cccc(C(=O)C2CCCN(C(=O)c3cc(C(F)(F)F)[nH]n3)C2)c1 (centres undefined),3%,9%,-2,1%,13%,-8%,3%,-13%,-2%,-1%
Clc1cccc(Cl)c1CON/C=N/c1ncnc2sccc12,-3%,4%,-19,-2%,1%,-26%,0%,24%,-14%,0%
CC(Oc1ccc2c3c(c(=O)oc2c1)CCCC3)C(=O)NCC(O)c1ccccc1 (centres undefined),-5%,3%,-2,4%,-2%,-24%,0%,-18%,3%,2%

# An excerpt; rates above refer to the full screens.
